ABCG2 block – human ABCG2 inhibition, ABCB1 as counter-screen. 190,000 tested, 0.1% active. AID 1325. Q9UNQ0. inhibition, % at 6.6 µM. IgMXP3 cells, JC-1 efflux, flow cytometry;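 active = inhibition above 80%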;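 note: 0% = DMSO and 100% = nicardipine control wells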
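Times: 10 min at 25 °C | Test system: Two drug-resistant human cell lines, ABCG2 and ABCB1 | Quantity: 3 million cells/mL final, two lines in 1:1 ratio | Signal: Flow cytometry, 530 nm JC-1 signal | Dosing: Compound at 6.6 µM | Controls: Nicardipine and DMSO wells | Reagent: JC-1 as fluorescent efflux pump substrate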
RGS8-Gao reg – human RGS8-Galphao interaction regulation. P09471. multiplexed bead flow cytometry, RGS8-Galphao binding; actives lie on both sides. response (percent of control binding), % at 10 µM. 220,000 tested, 0.34% active. AID 1423; in the data active = response below about 60% or above about 140%; inactive = in between;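 note: Galphao activated as the GDP aluminium fluoride complex binding bead-coupled RGS8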
Target sequence (P09471 whole entry, looked up): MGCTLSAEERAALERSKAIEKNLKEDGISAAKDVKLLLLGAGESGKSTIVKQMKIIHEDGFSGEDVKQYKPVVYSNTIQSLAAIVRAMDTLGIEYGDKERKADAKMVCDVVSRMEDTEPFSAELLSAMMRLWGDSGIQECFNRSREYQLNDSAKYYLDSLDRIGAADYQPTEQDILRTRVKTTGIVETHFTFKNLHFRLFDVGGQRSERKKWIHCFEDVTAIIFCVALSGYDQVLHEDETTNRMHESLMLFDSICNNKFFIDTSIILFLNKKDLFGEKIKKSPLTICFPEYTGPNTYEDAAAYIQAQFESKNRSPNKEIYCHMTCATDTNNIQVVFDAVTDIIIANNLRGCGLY
Bim-Bcl-W – disrupts Bim peptide binding to human Bcl-W; inhibition, % at 10 µM; 190,000 tested, 0.02% active; bead-based flow cytometry; AID 952;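 note: 0% = bound tracer without compound and 100% = peptide blocker; higher means less fluorescent Bim peptide bound to Bcl-W beads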
Bim-Bcl-XL – inhibitors of Bim-Bcl-XL interaction, human. Q07817. AID 1007. inhibition, % at 10 µM. 190,000 tested, 0.04% active. Bim peptide-Bcl-XL binding, bead flow cytometry, fluorescence
ABCB1 inh – inhibitors of human ABCB1 transporter, ABCG2 counter-screen; P08183; CCRF-Adr cells, JC-1 efflux, flow cytometry; inhibition, % at 6.6 µM; 190,000 tested, 0.067% active; AID 1326; in the data active = inhibition above about 40%;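 note: 0% = vehicle and 100% = reference inhibitor; higher value means more JC-1 retained so stronger ABCB1 efflux block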
Bim-Bcl-B – disrupts Bim peptide binding to human Bcl-B. Q9HD36. bead-based flow cytometry. inhibition, % at 10 µM. 190,000 tested, 0.073% active. AID 951;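 note: 0% = tracer peptide without compound and 100% = reference inhibitor peptide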
Target sequence (Q9HD36 whole entry, looked up): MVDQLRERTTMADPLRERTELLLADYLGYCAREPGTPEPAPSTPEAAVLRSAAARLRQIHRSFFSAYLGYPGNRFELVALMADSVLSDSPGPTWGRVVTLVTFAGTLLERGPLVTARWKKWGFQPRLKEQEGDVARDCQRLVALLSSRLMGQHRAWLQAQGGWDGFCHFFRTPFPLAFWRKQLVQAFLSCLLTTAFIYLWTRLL
GSH bead fluor – compound fluoresces at 488/530 nm on GSH beads. AID 1776. fluorescence (KMESF) at 10 µM. GSH beads flow cytometry, compound fluorescence 488/530 nm; stronger effect = higher value. 190,000 tested, 0.25% active; in the data active = fluorescence above about 89;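 note: glutathione beads carrying GST-tagged Bcl family fusion proteins plus one bare bead set; values are compound well signal with DMSO vehicle wells as background; inactives centre near 16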
RGS4-Gao reg – human RGS4-Galphao interaction regulation; AID 1415; 220,000 tested, 0.33% active; binding response (% of control), % at 10 µM; Multiplexed bead flow cytometry, RGS4-Galphao binding; actives lie on both sides; in the data active = binding response below about 49% or above about 150%; inactive = in between;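 note: fluorescent Galphao activated with aluminum fluoride binding bead-coupled RGS4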
RGS7-Gao reg – regulators of human RGS7-Galphao interaction; P09471; 220,000 tested, 0.35% active; Multiplexed bead flow cytometry, RGS7-Galphao binding; actives lie on both sides; binding response (% of control), % at 10 µM; in the data active = binding response below about 49% or above about 150%; inconclusive = no clear call, values can overlap the other calls; inactive = in between;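 note: fluorescent Galphao held in activated GDP-AlF4 state binding bead-coupled RGS7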
Bim-Bcl-2 – inhibitors of Bim-Bcl-2 interaction, human; P10415; inhibition, % at 10 µM; AID 950; 190,000 tested, 0.06% active; Bead-based flow cytometry, Bim peptide-Bcl-2 binding; in the data active = inhibition above about 40%; inconclusive = no clear call, values can overlap the other calls;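 note: 0% = no compound wells with probe peptide and 100% = reference peptide inhibitor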
Target sequence (P10415 whole entry, looked up): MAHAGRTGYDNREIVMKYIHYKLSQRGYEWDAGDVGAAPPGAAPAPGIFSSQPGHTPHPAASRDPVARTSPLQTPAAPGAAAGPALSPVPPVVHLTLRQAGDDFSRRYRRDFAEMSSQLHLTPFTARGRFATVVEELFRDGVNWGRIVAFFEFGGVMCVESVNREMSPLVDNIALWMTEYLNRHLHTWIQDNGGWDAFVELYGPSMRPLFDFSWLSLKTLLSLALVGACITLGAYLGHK
Bfl-1 Bim block – disrupts Bim binding to human Bfl-1. Bead-based flow cytometry, Bim-Bfl-1 binding inhibition. inhibition, % at 10 µM. 190,000 tested, 0.12% active;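 note: 0% = wells without compound plus tracer and 100% = blocker peptide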
* hit, by the source's call; u = inconclusive; x = not tested or not shown; & = joins results of further samples; [ ] = another dose, or the depositor's remark. Cut-off read from the data, not from the text of the source, unless noted: active = inhibition above about 40%.

molecule,ABCG2 block,RGS8-Gao reg,Bim-Bcl-W,Bim-Bcl-XL,ABCB1 inh,Bim-Bcl-B,GSH bead fluor,RGS4-Gao reg,RGS7-Gao reg,Bim-Bcl-2,Bfl-1 Bim block
C=CCNC(=S)N1CCN(CCN=CC2=C(O)CC(c3ccc(Cl)cc3)CC2=O)CC1 (stereo not drawn),2,101,-1,-3,1.4,-5,10,95,95,0,-6
COc1ccc2[nH]cc(CCNS(=O)(=O)c3ccc(F)cc3)c2c1,2,104,0,-5,0.5,-4,9,102,105,-5,-7
COc1ccccc1N1CCN(C(=O)/C=C/c2ccc3c(c2)OCO3)CC1,3,99,-1,-1,0.6,0,22,100,98,0,0
CCCCNC(=O)CC1N=C2c3ccccc3N=C(SCC(=O)Nc3ccc(OC)cc3)N2C1=O (stereo not drawn),x,101,1,-5,x,-3,16,102,102,0,-9
CCC(=O)NC(=S)Nc1ccccc1C(=O)NC1CCCCC1,3,92,-6,-7,-0.1,-10,11,89,91,-7,-13
O=S(=O)(NC1c2cccc3cccc(c23)C1N1CCNCC1)c1ccc(Cl)cc1 (stereo not drawn),1,109,-2,-3,0.7,-4,13,106,104,-7,-5
O=C(CC(c1ccco1)C1CCCCC1=O)c1ccccc1 (stereo not drawn),1,104,7,4,0.2,-1,7,101,99,-1,-9
O=C(CCn1cccc1)Nc1ccc(OC(F)(F)F)cc1,19,98,0,3,0.0,0,8,99,96,-2,-3
COC(=O)c1cccc(NC(=O)CSc2nc(O)c(-c3ccccc3)c(=O)[nH]2)c1,4,102,0,-5,1.3,-3,15,105,u,-2,-2
Cc1cc(C)c2c(=O)n(CC(=O)NCCCN3CCOCC3)sc2n1,-4,103,5,0,-2.5,-2,19,102,104,-5,-1
COc1ccc(OCC(=O)NNC(=O)C(=O)Nc2ccc(C)cc2)cc1,0,83,-1,-1,0.1,-2,7,85,95,0,-2
CCOC(=O)C1(CCCc2ccccc2)CCN(C(=O)CCc2cnn(C)c2)CC1,0,102,-2,-4,0.3,-2,9,100,100,-4,-8
O=C(N/N=C/c1cc([N+](=O)[O-])ccc1O)C1C2CCCCC21 (stereo not drawn),1,104,-2,-1,0.0,-3,23,102,98,-4,-9
CC(C)CC(CO)N1CCN(C(=O)c2cccc(C(F)(F)F)c2)CCC1=O (stereo not drawn),3,102,0,-2,1.3,-2,18,100,101,4,0
Cc1ccc(S(=O)(=O)NC(=O)c2ccc(Br)o2)c(C)c1,-4,95,2,-2,-0.2,-4,18,97,100,1,3
CN1CCN(CCCN2c3ccccc3Sc3ccc(Cl)cc32)CC1,5&0,108&101,-1&-2,-2&-1,1.4,-5&-3,20&66,111&106,109&102,1&-3,0&-1
Cc1cc(C(F)(F)F)nn1Cc1n[nH]c(=S)n1-c1cccc(Cl)c1,2,98,0,0,0.4,-27,35,102,105,-11,0
Cc1ccc(NCc2nnc(SCC(N)=O)n2CC2CCCO2)c(C)c1 (stereo not drawn),1,103,-3,-3,0.1,-3,30,100,101,0,-1
Cc1nnc(OC(C)C)c2nn(-c3ccccc3F)c(C)c12,5,102,6,-1,0.7,-3,4,102,100,-4,-4
O=C(Nc1nccs1)c1cc2c(s1)-c1ccccc1OC2,-4,103,2,-3,-2.9,-6,20,101,104,-3,-7
Cc1nc(-c2ccccc2)sc1-c1n[nH]c(=S)n1C,-4,73,0,4,-1.1,4,14,91,101,3,4
CCn1c(SCC(=O)NCC(=O)Nc2ccc(F)cc2)nnc1-c1ccncc1,4,100,-1,-6,-0.5,-2,33,99,101,0,-2
CCCCNS(=O)(=O)c1ccc(OC)cc1,0,112,0,2,0.5,0,26,117,117,3,3
COc1cc(C2NC(=O)NC(c3ccccc3)=C2C(C)=O)c(Cl)cc1OCC(=O)O (stereo not drawn),0,101,1,0,0.6,-3,12,99,u,-2,-4
O=C1CC(c2ccccc2)CN1C(=O)c1cccc([N+](=O)[O-])c1 (stereo not drawn),6,104,-3,-3,1.3,-3,5,101,103,-2,-1
CCc1nc2ccccc2c(C(=O)OCCN2C(=O)c3ccccc3C2=O)c1C,5,100,-1,0,1.9,-1,24,100,97,0,0
CC(=O)N1CCN(Cc2nc3cc(NS(C)(=O)=O)ccc3n2C)CC1,23,94,2,-4,2.8,-5,20,92,90,-11,-15
COc1ccc(C(=O)Nc2ccc(F)cc2F)cc1,1,103,0,-2,0.1,-8,61,91,98,-9,-13
CS(=O)(=O)N1CCCC(C(=O)NCc2ccccc2Cl)C1 (stereo not drawn),3,103,4,-16,0.7,-6,64,105,98,-4,-15
Cc1ccc(OCC(=O)N2CCc3ccccc3C2)c([N+](=O)[O-])n1,3,86,1,1,1.8,-2,12,106,101,-1,2
CCCCCn1c(=O)c2ccccc2n2c(CCl)nnc12,23,98,-2,0,1.5,-4,12,99,u,-3,-5
Cc1nn(CCC(N)=O)c2nc(-c3cccs3)cc(C(F)(F)F)c12,24,98,-4,-5,0.7,-6,7,95,93,0,0
CCOc1ccc(S(=O)(=O)N/N=C2/CCCC(=O)C2)cc1,-4,100,0,-5,-1.0,-4,8,102,99,1,5
COC(=O)C1CCN(C(=O)CSc2nc3ccc(OC)cc3[nH]2)CC1,10,95,0,1,0.7,-2,10,94,u,-4,-6
CC(Oc1ccc(F)cc1)C(O)CCN(C)C (stereo not drawn),0,100,1,-1,0.2,2,11,101,98,-2,-4
Cc1nc(-n2nnc3cc(C)c(C)cc32)c2c3c(sc2n1)CCCC3,22,101,0,-1,1.9,5,16,99,98,0,0
CCOC(=O)CSC1=C(C#N)C(c2ccc(Cl)cc2)C(C(=O)OC)C(=O)N1 (stereo not drawn),3,101,-1,6,0.8,-12,32,101,104,-7,-8
Cc1c(-c2ccccc2)nc(N)c(C#N)c1-c1cccs1,5,102,0,-1,0.9,0,20,103,101,2,0
Cc1ccc(N2C(=O)[C@@H]3C(c4ccc(F)cc4)=NO[C@@H]3C2=O)cc1,0,100,-6,-4,0.2,-6,17,98,98,-8,0
CCOC(=O)C1=C(C)N=C(/N=C/N(C)C)SC1c1ccccc1 (stereo not drawn),32,101,-8,-12,0.7,-13,21,100,100,-13,-23
CC1(C)Oc2ccc3ccc(=O)oc3c2/C(=C/NCCN/C=C2\C(=O)C(C)(C)Oc3ccc4ccc(=O)oc4c32)C1=O,3,102,3,-7,2.0,-12,53,105,103,-9,-8
CCn1nc(C(=O)Nc2nc3ccccc3[nH]2)c2ccccc2c1=O,0,106,1,-1,-0.1,-2,8,103,101,1,-2
Cc1cc(C(=O)N2CCN(CCc3ccccc3)CC2)no1,-1,172*[activator],-4,-1,-0.3,-3,30,227*[activator],224*[activator],-6,-9
CC(Cc1ccccc1)C(=O)NCc1ccccn1 (stereo not drawn),2,101,0,-2,0.4,0,18,102,105,0,1
CCSc1ccccc1C(=O)Nc1ccc([N+](=O)[O-])cc1OC,2,101,-3,-1,0.3,-11,18,99,102,-3,-2
CCSC1=NCCN1S(=O)(=O)c1ccc(Cl)cc1,0,98,-2,-2,0.0,-3,12,95,99,0,-2
CCc1ccc(CN2CC(C(=O)O)CC2=O)cc1 (stereo not drawn),2,101,0,0,0.6,-7,12,100,99,-7,-8
Cc1ccc(COc2ccccc2C(=S)N2CCCC2)cc1,6,100,-9,-11,1.0,-26,14,103,u,-1,1
Cc1ccc(NC(=O)c2c(C)nn(-c3ccccc3)c2Cl)cc1,4,87,0,-2,1.5,0,12,89,98,-1,1
O=C(NCc1cccs1)c1cc2c(s1)CCCC2,18,101,-4,-6,0.5,-9,32,100,105,-11,-17
COc1ccc(C(=O)COC(=O)CN2C(=O)C3C4C=CC(C5CC45)C3C2=O)cc1 (stereo not drawn),6,106,-4,-7,1.1,-4,11,105,101,-2,-1
O=C(C1CCN(S(=O)(=O)N2CCOCC2)CC1)N1CCOCC1,1,95,0,-2,0.4,0,4,94,99,0,-4
COc1ccc(CNC(=O)CSc2nnnn2C)cc1OC,5,100,-1,0,1.8,-2,17,101,99,-4,-3
Cc1cccn2cc(-c3ccc(NC(=O)Cc4ccccc4)cc3)nc12,0,102,-1,-2,0.0,-5,18,103,102,-3,-8
O=C(NCc1cccc2ccccc12)Nc1ccccc1,0,100,0,-4,-0.2,-5,15,102,98,-1,-2
COc1ccc(-c2cc(C(=O)Nc3ccc(C(N)=O)cc3)c3ccccc3n2)cc1OC,0,100,0,-2,-1.2,-7,16,98,u,-2,-3

Bioassay records: PubChem, NMMLSC
